Screening results deposited in PubChem BioAssay by several laboratories.
RmlCD inh 1536: M. tuberculosis RmlC/RmlD inhibition | P9WH09+P9WH11 | RmlC+RmlD coupled enzyme assay, percent inhibition; primary screen in compound mixtures | inhibition, % at 3.6 µM | hit rate 0.03% among 160,000; in the data active = inhibition mostly above about 34%, no sharp cut-off; also: some results filed as inactive read as strong as hits
Target sequence (P9WH09 whole entry, looked up): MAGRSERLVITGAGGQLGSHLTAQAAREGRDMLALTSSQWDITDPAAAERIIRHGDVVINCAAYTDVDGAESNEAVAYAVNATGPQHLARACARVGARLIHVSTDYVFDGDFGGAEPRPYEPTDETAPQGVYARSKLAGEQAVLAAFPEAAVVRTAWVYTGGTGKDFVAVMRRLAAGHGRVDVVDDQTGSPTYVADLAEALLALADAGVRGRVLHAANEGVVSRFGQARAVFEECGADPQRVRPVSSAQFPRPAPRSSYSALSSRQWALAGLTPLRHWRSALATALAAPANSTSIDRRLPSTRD
Target sequence (P9WH11 whole entry, looked up): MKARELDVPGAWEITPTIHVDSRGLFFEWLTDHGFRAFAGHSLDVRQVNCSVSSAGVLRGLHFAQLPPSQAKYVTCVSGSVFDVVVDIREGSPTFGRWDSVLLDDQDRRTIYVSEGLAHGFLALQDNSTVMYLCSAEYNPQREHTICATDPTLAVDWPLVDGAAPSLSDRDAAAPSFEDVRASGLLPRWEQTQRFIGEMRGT
GlmU inhibition: inhibition of mycobacterial GlmU enzyme – biochemical, glucosamine-1-phosphate acetyltransferase (AID 1376); M. tuberculosis GlmU acetyltransferase enzyme assay; higher % means a stronger effect; inhibition, %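 (tested at 30 µM in the primary screen)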; hits with a dose series show IC50 in µM; hit rate 0.25% among 220,000; in the data active = inhibition above about 13%;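 also: 0% = complete reaction with vehicle and 100% = reaction without substrate; strong numbers were not always called active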
* = called active by the depositor; . = no result given. Some of the compounds tested. The share of hits here may be higher or lower than overall.

SMILES	RmlCD inh 1536	GlmU inhibition
CN(CCOc1ccc(-c2ccn(S(=O)(=O)c3c(Cl)cccc3Cl)n2)cc1)c1ccccn1	0	-0.2%
COc1ccc(CNC(=O)c2cccc(NC(=O)c3ccccc3)c2)cc1	24	-0.7%
COc1ccc(S(=O)(=O)Nc2nc3ccccc3nc2Nc2ccc3c(c2)OCO3)cc1	.	-7.2%
Cc1ccc(C)c(C(=O)CN2C(=O)CCC2=O)c1	.	1.9%
Cc1cc2c(sc3ccccc32)c(C)n1	-4	2.4%
COc1nc(C)c2cc(C)oc2n1	.	0.7%
CN(C[C@H](Cc1ccccc1)N(C[C@@H](CC1CCCCC1)N(CCc1ccccc1)N=O)N=O)N=O	.	-4.5%
Nc1cc(S(=O)(=O)Nc2ccccc2Cl)ccc1N1CCOCC1	14	-7.5%
COc1ccc(-c2cc(C(F)(F)F)nc(N3CCN(Cc4ccccc4)CC3)n2)cc1OC	.	-4.5%
Cc1cccc(OCc2nnc(SCc3cc(=O)[nH]c4ccccc34)n2-c2ccccc2)c1	.	-1.3%
CCCNC(=O)COC(=O)c1n[nH]c2ccccc12	2	-5.5%
CCn1c(=O)cc(OCC(=O)NCCc2ccc(OC)c(OC)c2)c2ccccc21	7	-1.3%
CC(C)c1nc(SCC(=O)N2CCCC2)c2ccccc2n1	.	-4.3%
COc1ccc(NS(=O)(=O)c2ccc(NC(=O)Cc3cccs3)cc2)cc1	.	0.8%
COc1cc(O)ccc1C=O	.	0.9%
COc1cc(OC)cc(C(=O)NNC(=S)NCc2ccco2)c1	-3	-1.0%
CCCCN(CC)CCNC(=O)CN1C(=O)COc2ccc(S(=O)(=O)N3CCCC3)cc21	-2	-0.3%
CCC1CCc2[nH]nc(C(=O)O)c2C1 (stereo unspecified)	.	1.6%
Cc1cc(/C=C(\C#N)C(=O)NCc2cccs2)c(C)n1-c1ccccc1F	-9	1.5%
CCOC(=O)C1CCN(S(=O)(=O)c2ccc3c4c(cccc24)C(=O)N3)CC1	8	3.5%
O=C(Nc1nnc(-c2ccccc2Cl)o1)c1ccc(S(=O)(=O)N2CCCCCC2)cc1	4	-0.4%
CN1C(=O)C(CCC(=O)O)NC1=S (stereo unspecified)	9	-4.0%
COc1ncccc1C(=O)NCC(CC(=O)O)c1ccccc1 (stereo unspecified)	-8	-1.9%
CCC(C(=O)Nc1cccc(C(=O)O)c1C)c1ccccc1 (stereo unspecified)	-7	1.7%
COC(=O)C(C)Sc1nc2c(cnn2-c2ccc(C)cc2)c(=O)[nH]1 (stereo unspecified)	85	2.5%
COc1ccc(CCNC(=O)c2cc(-c3ccc4c(c3)OCO4)on2)cc1OC	.	6.3%
Cc1cc(-c2n[nH]c(=S)n2-c2ccc(C)c(C)c2)no1	-8	-2.0%
Cc1c(-n2c(SCC(=O)NC(C)C)nc3ccccc3c2=O)c(=O)n(-c2ccccc2)n1C	2	1.3%
O=C(O)c1ccccc1C(=O)Nc1ccccn1	.	5.9%
Cc1ccccc1CN1CCNC1=O	.	2.8%
O=C(O)c1cccc(CSc2nc(-c3ccc(Cl)cc3)cc(C(F)(F)F)n2)c1	.	3.1%
Cc1nc(C(=O)NC2CCCCC2)sc1C1(C)CC(c2cccc([N+](=O)[O-])c2)=NO1 (stereo unspecified)	.	4.4%

One compound at a time, as listed above. Screens in order: RmlCD inh 1536, GlmU inhibition
`Cc1c(-n2c(SCC(=O)NC(C)C)nc3ccccc3c2=O)c(=O)n(-c2ccccc2)n1C` across the screens: 2, 1.3%
`O=C(O)c1ccccc1C(=O)Nc1ccccn1` across the screens: ., 5.9%
`Cc1cc(-c2n[nH]c(=S)n2-c2ccc(C)c(C)c2)no1` across the screens: -8, -2.0%
`COc1ccc(CCNC(=O)c2cc(-c3ccc4c(c3)OCO4)on2)cc1OC` across the screens: ., 6.3%
`COC(=O)C(C)Sc1nc2c(cnn2-c2ccc(C)cc2)c(=O)[nH]1` (stereo unspecified) across the screens: 85, 2.5%

Following part.
SMILES	RmlCD inh 1536	GlmU inhibition
Cc1cc(C(=O)N(C2CCCCC2)C2CCCCC2)no1	11	-0.2%
CC(C)CC1NC(=O)N(CC(=O)Nc2ccc3c(c2)CCC3)C1=O (stereo unspecified)	-9	-1.3%
Cc1cccc(C)c1NC(=O)CSc1nnc(-c2ccco2)n1N	.	-1.6%
O=C(CSc1ccc2nnc(-c3ccc(F)cc3)n2n1)NCC1CCCO1 (stereo unspecified)	8	2.4%
Cc1nc2ccc(NC(=O)Cc3c(F)cccc3Cl)cc2s1	-7	-3.0%
CCOc1ccc(S(=O)(=O)Nc2ccc(S(=O)(=O)N3CCCC3)cc2)cc1	11	3.6%
CC(C)OC(=O)c1cccc(C(=O)O)n1	.	-3.0%
COc1ccc(-n2c(SCC(N)=O)nnc2-c2ccc(NS(=O)(=O)c3ccc(C)cc3)cc2)cc1	.	1.3%
O=C(Nc1ccccc1)C1=C[C@@H](C2CCCCC2)C[C@@H](OCc2ccc(CO)cc2)O1	.	4.6%
O=C(Nc1ccc(Cl)cc1)Nc1ccccc1CC[N+](=O)[O-]	-12	2.2%
CN(C)CCN(Cc1ccccc1)S(=O)(=O)c1ccc2c(c1)n(C)c(=O)c(=O)n2C	5	1.4%
COc1cc2c(-c3ccccc3O)nc3c(c(C)nn3-c3ccccc3)c2cc1OC	9	-4.0%
Cc1cccc(NC(=S)NNC(=O)c2ccc3c(c2)OCO3)c1	.	-2.8%
CCC(CC)NC(=O)Cc1ccc(S(=O)(=O)N2CCOCC2)s1	.	2.7%
CC(C)CC(=O)c1c[nH]c(C(=O)N2CCN(Cc3ccccc3)CC2)c1	5	-4.2%
CC(=O)Nc1ccc(C2=NNC(=Nc3cccc(S(=O)(=O)N(C)C)c3)SC2)cc1	-13	4.4%
COc1ccc(CC(NC(C)=O)C(=O)NC2CCN(C(=O)Nc3ccccc3Cl)CC2)cc1OC (stereo unspecified)	2	3.7%
O=C(Nc1cccc(Cl)c1)OC1CCCCc2cccnc21 (stereo unspecified)	0	2.0%
Cc1cc(OCC(=O)Nn2cnnc2)c(C)cc1Br	-4	-1.9%
CCn1c(O)c(N=NC(=O)c2cccnc2)c2cc(Br)ccc21	-8	4.5%
C=CCN(C(=O)CN1CCOCC1)c1nc(C)c(-c2ccccc2)s1	11	1.9%
NC(=O)C1(c2ccccc2)CCOCC1	45	2.6%
C[N+]1(CCCCSc2ccc(O)cc2)CCCCC1	-12	2.5%
O=C(CSc1cnc2ccccc2n1)NC1CCCC1	-8	-5.0%
O=C(c1cc2cc(Br)ccc2o1)N1CCCCC1	7	0.9%
O=C(NC(Oc1ccccc1)C(Cl)(Cl)Cl)c1ccccc1 (stereo unspecified)	-6	2.5%
Cc1oc2cc(O)ccc2c(=O)c1-c1ccccc1	9	-0.1%
Cc1cc(C)cc(NC(=O)CSc2nnc(-c3ccccc3)n2N)c1	-10	-3.3%
COC(=O)c1cn(NC(=O)Cc2cccc(OC)c2)c(=O)c2ccccc12	.	-2.4%
Cc1ccsc1/C=N/n1c(-c2cccnc2)n[nH]c1=S	.	0.1%
COCCCNC(=O)c1ccc2c(c1)OCO2	8	-2.8%
CCCOc1ccc(Br)cc1/C=N/NC(=O)c1cc(OC)c(OC)c(OC)c1	1	1.0%
COc1ccc2ccc(=O)oc2c1CC=C(C)C	.	5.4%
CS(=O)(=O)c1ccccc1-c1nc(-c2ccc(C(F)(F)F)cc2)no1	-2	-1.8%
Cn1c(=O)n(C)c2cc(S(=O)(=O)NCC(=O)O)ccc21	-4	1.8%
Cc1nn(Cc2cccc(C(=O)Nn3cc([N+](=O)[O-])cn3)c2)c(C)c1[N+](=O)[O-]	-11	0.7%
COc1ccc(-n2c(SCC(=O)Nc3nccs3)nc3c(c2=O)SC(C)C3)cc1 (stereo unspecified)	-3	1.1%
CCC/C(O)=N\S(=O)(=O)c1ccc(N=NN(C)C)cc1	.	-1.9%
CC/C(C)=N\Nc1nc(-c2cc3cc(OC)ccc3oc2=O)cs1	.	5.2%
COc1ccc(S(=O)(=O)N2CCN(c3ccccn3)CC2)cc1OC	.	-0.9%

Next part.
Screens in order – RmlCD inh 1536, GlmU inhibition
c1ccc(-c2ccc(-c3n(-c4ccccn4)c4ccccc4[n+]3-c3ccccn3)cc2)cc1
  38, -0.9%
COCCCNC(=S)Nc1cccc(SC)c1
  -4, -8.7%
O=C(O)/C=C\C(=O)Nc1ccccc1C#Cc1ccc(Br)cc1
  4, 8.5%
Cc1csc(SCC(=O)NCc2ccc3c(c2)OCO3)n1
  ., 5.4%
CCCCCc1c(O)nc(SCC(=O)NCC2CCCO2)[nH]c1=O (stereo unspecified)
  ., -0.3%
O=C(NC1CCCCC1)c1ccc(S(=O)(=O)NCc2cccnc2)cc1
  ., -4.7%
COc1ccc(S(=O)(=O)NCc2ccc(C(=O)O)cc2)cc1
  ., 0.6%
COc1ccc(NC(=O)C(CCSC)NC(N)=O)cc1Cl (stereo unspecified)
  -1, -1.6%
COc1ccc(CC(NC(C)=O)C(=O)N2CCN(C(=O)N(C(C)C)C(C)C)CC2)cc1 (stereo unspecified)
  5, -1.1%
O=C(Cn1c(=O)oc2cccnc21)Nc1ccccc1Oc1ccc(Cl)cc1Cl
  6, -1.2%
COc1ccc(NC(=O)CNS(=O)(=O)c2ccc3nc(C)sc3c2)c(OC)c1
  ., 0.5%
CC1CCN(C(=S)c2ccccc2O)CC1
  ., 1.1%
CCOc1ccc(N(Cc2ccc(OC)c(OC)c2)C(=O)c2ccco2)cc1
  2, -2.0%
COCC(C)NC(=O)C1CC(=O)N(c2ccc(C)cc2)C1 (stereo unspecified)
  ., 2.3%
CC(=O)NC(CC(=O)Nc1nccs1)c1ccccc1 (stereo unspecified)
  4, .
CN1CCN(S(=O)C23CC4CC(CC(C4)C2)C3)CC1 (stereo unspecified)
  ., -0.1%
c1ccc(Cc2cc[n+](Cc3ccccn3)cc2)cc1
  7, 1.9%
O=C(NCCCN1CCOCC1)C(Sc1ccccc1)c1ccccc1 (stereo unspecified)
  8, -6.1%
CCCn1nc(CC(=O)O)c2ccccc2c1=O
  10, -2.4%
CCn1c(-c2ccc(N)cc2)nc2ccccc21
  2, 4.6%
CCOC(=O)C1=C(CSc2nc3c(cc2C#N)CCC3)OC(N)=C(C#N)C1c1ccccc1 (stereo unspecified)
  13, -11%
CCCNC(=O)C(C)n1c2ccccc2c2nc(=O)cc(C)n21 (stereo unspecified)
  ., 2.2%
Cc1ccc2c(c1)CCCN2N=O
  -6, 2.8%
COC(=O)C1CCN(CC(=O)Nc2ccccc2Sc2ccccc2)CC1
  ., 1.0%
COc1ccc(N2C(=O)[C@H]3[C@@H](C2=O)C2c4ccccc4C=NN2[C@H]3C(=O)C(C)(C)C)cc1 (stereo partly specified)
  11, -0.7%
CC(=O)Nc1nnc(CCS(=O)(=O)c2ccc(C)c(C)c2)s1
  10, 6.2%
NS(=O)(=O)c1ccc(NC(=O)c2cc(Cl)ccc2Cl)cc1
  10, 4.5%
CCOc1ccc(NS(=O)(=O)c2ccc(C(=O)N3CCN(c4ncccn4)CC3)cc2)cc1
  10, -6.6%
CCn1nc(C)cc1C(=O)N1CCCC(C(=O)c2ccc3ccccc3c2)C1 (stereo unspecified)
  ., -3.2%
Cn1c(NC(=O)c2ccc(F)cc2)c(-c2ccccn2)c(=O)c2ccccc21
  -10, -4.9%
CCOC(=O)C1(Cc2ccccc2C)CCCN(C(=O)CCc2cccnc2)C1 (stereo unspecified)
  -6, 12%
CCn1c2ccccc2c2cc(NC(=S)N3CCOCC3)ccc21
  22, 1.6%
COc1cc(OC)c(NC2=NCCCCC2)cc1Cl
  ., -2.5%
CSc1ccccc1C(=O)C1CCCN(Cc2cccc(C)n2)C1 (stereo unspecified)
  -8, 1.2%
CCc1cccc(CC)c1NC(=O)C(NS(=O)(=O)c1cccs1)c1ccccc1 (stereo unspecified)
  56, -0.6%
COC(=O)c1nc(-c2ccccc2)n[nH]1
  ., 7.1%
CCCCn1c(NC(=O)C2CCCCC2)nc2ccccc21
  ., 3.2%
CC(C)(C)c1ccc(S(=O)(=O)Nc2cccc(C3OCCCO3)c2)cc1
  -6, 2.8%
Cc1ccc(S(=O)(=O)NCCC(=O)NCCN2CCCCCC2)cc1
  ., -13%
Cc1ccc(C)c(C(=O)CSc2n[nH]c(-c3ccncc3)n2)c1
  8, 3.8%
Cc1cc(/C=C(\C#N)C(=O)NC2CCCCCC2)c(C)[nH]1
  -1, -2.1%
CCCCNC(=O)N1CCc2ccccc2C1
  -12, 6.7%
O=S(=O)(Nc1ccccc1N1CCCCC1)c1cccs1
  -1, 1.3%
COc1cccc(C2=NOC(C(=O)NCc3cccs3)C2)c1 (stereo unspecified)
  4, 1.0%
N/C(Cc1ccc([N+](=O)[O-])cc1)=N\OC(=O)COc1ccc2ccccc2c1
  2, -5.0%

Random excerpt: 3 records from the list
Screens in order – RmlCD inh 1536, GlmU inhibition
Cc1cc(/C=C(\C#N)C(=O)NC2CCCCCC2)c(C)[nH]1
  -1, -2.1%
N/C(Cc1ccc([N+](=O)[O-])cc1)=N\OC(=O)COc1ccc2ccccc2c1
  2, -5.0%
CCCCNC(=O)N1CCc2ccccc2C1
  -12, 6.7%
